# Source: PubChem BioAssay (National Center for Advancing Translational Sciences (NCATS))
# APEX1 inh: APE1 (human) endonuclease inhibition. recombinant APE1, TAMRA/BHQ-2 abasic DNA cleavage fluorescence. hit rate 0.35% among 350,000. Potency, µM (series often up to 65.8 µM), for the others: at the highest dose activity change, negative = inhibition, actives largely listed as inhibitors. P27695;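 also: potency is read from the fitted curve at half-maximal effect; plate controls were vehicle for no effect and reference inhibitor for full effect; nearly all actives have a fitted effect of over 55% in size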
#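 0.75 nM APE1 + cpd, 15 min RT; start w/ 50 nM TAMRA/BHQ-2 THF-abasic dsDNA; kinetic fluor 525/598 nm ×3 reads @60 s; Δ(read3−read1); normalized to DMSO and NSC13755 control wells.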
# RXFP1 antagonist: antagonists of human relaxin receptor RXFP1; Q9HBX9; HEK293-RXFP1, relaxin-stimulated cAMP HTRF, 30 min; stronger effect = lower value; activity change, negative = inhibition, % at 57.5 µM; hit rate 0.59% among 350,000;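 active = activity change of -60% or lower, but not beyond a set lower limit; inconclusive = change between -60% and -40%, or beyond the set limit; inactive = change above -40%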; also: % is scaled to controls: 0 for no effect and ±100 for the full control effect
# POLH inh: blocks human DNA polymerase eta activity. recombinant Pol eta, fluorescent DNA replication assay. hit rate 1.2% among 390,000. Potency, µM (series often up to 114 µM), for the others: at the top dose activity change, negative = inhibition, most hits filed as inhibitors; also: potency is read from the fitted curve at half-maximal effect; % is scaled to controls: 0 for no effect and ±100 for the full control effect
# Target sequence (Q9Y253 whole entry, looked up): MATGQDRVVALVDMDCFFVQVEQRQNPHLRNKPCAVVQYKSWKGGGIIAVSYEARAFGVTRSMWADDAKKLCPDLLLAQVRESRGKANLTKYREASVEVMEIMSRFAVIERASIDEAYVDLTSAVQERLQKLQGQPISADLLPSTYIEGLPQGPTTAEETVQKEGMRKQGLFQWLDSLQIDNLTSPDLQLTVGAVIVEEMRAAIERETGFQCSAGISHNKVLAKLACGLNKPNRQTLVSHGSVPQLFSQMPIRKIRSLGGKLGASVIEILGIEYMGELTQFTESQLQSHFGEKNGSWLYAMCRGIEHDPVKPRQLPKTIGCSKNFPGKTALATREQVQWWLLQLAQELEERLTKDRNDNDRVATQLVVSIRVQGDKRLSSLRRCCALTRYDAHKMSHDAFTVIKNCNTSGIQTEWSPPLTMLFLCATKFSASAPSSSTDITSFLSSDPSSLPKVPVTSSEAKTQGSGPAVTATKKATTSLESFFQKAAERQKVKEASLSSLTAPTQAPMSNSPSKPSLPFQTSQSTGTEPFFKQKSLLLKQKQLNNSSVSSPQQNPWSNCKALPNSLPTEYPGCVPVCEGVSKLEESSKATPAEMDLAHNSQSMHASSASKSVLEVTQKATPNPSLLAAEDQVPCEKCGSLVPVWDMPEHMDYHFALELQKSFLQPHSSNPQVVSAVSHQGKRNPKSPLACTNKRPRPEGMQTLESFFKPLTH
#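 Pol eta at 10 nM preincubated with compounds 15 min at room temperature; reaction started with fluorescent substrate (50 nM final) and read kinetically at 0 and 10 min.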
# Pol kappa inh: inhibitors of human DNA polymerase kappa | Q9UBT6 | purified Pol kappa, fluorescent DNA synthesis assay, 10 min | Potency, µM (titrated, usually from 107 µM), for inactives: at the top dose activity, negative = inhibition, hits mostly inhibitors | hit rate 0.53% among 400,000; also: potency is read from the fitted curve at half-maximal effect; % is scaled to controls: 0 for no effect and ±100 for the full control effect
#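 Kinetic fluorescence screen: compound preincubated 15 min RT with 10 nM enzyme; 50 nM substrate (final) initiates; reads at 0/10 min.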
# Anesthetic bind: candidate novel general anesthetic via apoferritin binding; apoferritin/1-aminoanthracene competitive binding, fluorescence; hit rate 0.074% among 350,000; AID 485281; Potency, µM (highest dose often 77.5 µM), for the others: at the top dose activity change, negative = displacement, usual class: inhibitors; P02791; also: potency is read from the fitted curve at half-maximal effect; % is scaled to controls: 0 for no effect and ±100 for the full control effect; nearly all actives have a fitted effect of over 20% in size
# Target sequence (P02791 2-175 limits assumed): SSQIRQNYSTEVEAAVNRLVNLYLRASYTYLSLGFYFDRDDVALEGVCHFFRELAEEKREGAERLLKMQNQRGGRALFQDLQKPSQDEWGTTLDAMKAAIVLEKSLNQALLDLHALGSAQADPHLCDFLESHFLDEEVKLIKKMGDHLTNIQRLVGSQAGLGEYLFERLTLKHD
#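 Probe: 1-aminoanthracene (50% saturated, PBS). Protein: horse-spleen apoferritin, 10 uM. Incubation: 10 min, room temperature. Detection: 380 nm excitation, 535 nm emission. Analysis: normalized response, four-parameter Hill.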
# POLB inh: blocks human DNA polymerase beta activity. Potency, µM (doses to about 114 µM), for inactives: top-dose activity change, negative = inhibition, hits mostly inhibitors. Pol beta primer extension/strand displacement, fluorescence kinetic. hit rate 1.3% among 340,000. AID 485314. P06746; also: potency is read from the fitted curve at half-maximal effect; % is scaled to controls: 0 for no effect and ±100 for the full control effect
#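 Human Pol beta at 10 nM; strand-displacement substrate 50 nM final. Compound exposure 15 min at room temperature before start, reaction 10 min at room temperature.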
# PGK inhibitor: blocks T. brucei phosphoglycerate kinase | P07378 | AID 602233 | Potency, µM (highest dose often 57.5 µM), without a hit: top-dose activity change, negative = inhibition, hits mostly inhibitors | hit rate 0.043% among 380,000 | PGK/GAPDH coupled, Kinase-Glo luminescence, 60 min; also: potency is read from the fitted curve at half-maximal effect; % is scaled to controls: 0 for no effect and ±100 for the full control effect; nearly all actives have a fitted effect of over 60% in size
#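 Luminescent ATP detection (Kinase-Glo Plus) follows a 60-minute room-temperature incubation, with wells lacking PGK as controls. Buffer: 100 mM TEA (pH 7.6), 5 mM MgCl2, 0.01% Tween-20. Coupling enzyme GAPDH (100 nM final) supplies unstable 1,3-BPG in-well.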
# POLI inh: inhibitors of human DNA polymerase iota; hit rate 1% among 390,000; Q9UNA4; Pol iota fluorescent replication assay, 10 min; Potency, µM (highest dose often 115 µM), for the others: at the top dose activity, negative = inhibition, actives largely listed as inhibitors; also: potency is read from the fitted curve at half-maximal effect
#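 Fluorescent replication assay read twice, at 0 min and 10 min after adding 50 nM (final) substrate. Enzyme (10 nM) and compounds were first incubated 15 min at room temperature; enzyme-free buffer wells were negative controls.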
# BLM helicase inh: Bloom syndrome helicase (human) inhibition; Potency, µM (series often up to 56.1 µM), for inactives: at the highest dose activity change, negative = inhibition, actives largely listed as inhibitors; recombinant BLM DNA unwinding, fluorescence dequenching; hit rate 0.2% among 350,000;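 also: potency is read from the fitted curve at half-maximal effect; plate controls were vehicle for no effect and no enzyme for full effect; nearly all actives have a fitted effect of over 35% in size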
# The depositor's hits bear a star; i = inactive; ? = inconclusive; / = not tested or not shown; & = joins results of further samples; [ ] = dose if it differs, or a comment. Unless noted, calls follow the shape of the dose curve; as a rule, active = well fitted curve in the direction sought with a large enough effect; inconclusive = small, poorly fitted or top-dose-only effect, or another doubt; inactive = no such curve, though single readings can be large; an effect the other way counts as inactive or inconclusive. This is a subset; count on the stated rates, not on these rows.
SMILES,APEX1 inh,RXFP1 antagonist,POLH inh,Pol kappa inh,Anesthetic bind,POLB inh,PGK inhibitor,POLI inh,BLM helicase inh
COc1ccc2nc(N(Cc3ccccc3)C(=O)CCNC(C)=O)sc2c1,27%,-14,-17%,0%,-16%,21%,-8%,38%[activator],0%
CCc1nnc(NC(=O)C(CC)c2ccccc2)s1 (stereo not drawn),8%,-1,-6%,-21%,-9%,?,i,6%,1%
CCCN1CCN(c2nnc(-n3cccc3C(=O)Nc3ccccc3C(F)(F)F)s2)CC1,/,-6,-14%,0%,1%,-5%,-2%,14%,0%
CCOC(=O)c1ccc(NC(=O)CN2CCc3ccccc3C2)cc1,2%,-10,-13%,-17%,5%,26%,-9%,-5%,-17%
O=C(Nc1ccc(F)cc1)c1cc(S(=O)(=O)N2CCCCC2)ccc1F,-9%,1,-1%,9%,-8%,3%,-2%,-7%,-7%
CCc1ccccc1NC(=O)CSc1nccn1C,/,/,-2%,-14%,2%,11%,3%,18%,-3%
NS(=O)(=O)c1cccc(NC(=O)c2ccc3nc[nH]c3c2)c1,?,-4,79µM*,?,-7%,50µM*,?,?,-11%
O=C(NCC(c1cccs1)S(=O)(=O)c1cccs1)c1ccc(F)c(F)c1 (stereo not drawn),/,/,-24%,-7%[60.1 µM],3%,-1%,i,18%,-2%
COC(=O)c1[nH]c2cc(OC)ccc2c1NC(=O)CN1CCOCC1,27%,/,/,/,5%,41%,/,/,-12%
CCc1ccc(OCC(O)CN2CCN(CCO)CC2)cc1 (stereo not drawn),9%,3,-14%,-20%,-4%,53%,8%,32%[activator],-2%
COc1nc(N=C(N)N)nc2ccc(C)cc12,1%,/,/,/,3%,8%[57.1 µM],/,/,176%[activator]
CCCSc1nsc(NC(=O)CCC)n1,3%,-11,-8%,3%,-8%,-4%,i,18%,-1%
COc1cccc(S(=O)(=O)NCC(=O)N2CCCC2)c1,8%,0,-7%,5%,1%,2%,i,12%,-7%
CCCCCCSc1ccc([C@@H]2[C@H]3C(=O)N(CC)C(=O)[C@H]3[C@]3(C(=O)OC)CCCCN23)cc1OC,1%,/,?,-4%,/,/,-6%,14%,/
CCC1=C2CC[C@H]3C(=O)N(CC)C(=O)[C@H]3[C@H]2[C@@]2(Cc3ccccc3)C(=O)N(Cc3ccccc3)C(=O)N2C1=O,-5%&-5%,/,-6%,-7%,-15%&7%,6%,0%,17%,-1%&-6%

# Four compounds out of the list, sorted by molar mass, rising:
SMILES,APEX1 inh,RXFP1 antagonist,POLH inh,Pol kappa inh,Anesthetic bind,POLB inh,PGK inhibitor,POLI inh,BLM helicase inh
O=C(Nc1ccc(F)cc1)c1cc(S(=O)(=O)N2CCCCC2)ccc1F,-9%,1,-1%,9%,-8%,3%,-2%,-7%,-7%
COc1ccc2nc(N(Cc3ccccc3)C(=O)CCNC(C)=O)sc2c1,27%,-14,-17%,0%,-16%,21%,-8%,38%[activator],0%
O=C(NCC(c1cccs1)S(=O)(=O)c1cccs1)c1ccc(F)c(F)c1 (stereo not drawn),/,/,-24%,-7%[60.1 µM],3%,-1%,i,18%,-2%
CCC1=C2CC[C@H]3C(=O)N(CC)C(=O)[C@H]3[C@H]2[C@@]2(Cc3ccccc3)C(=O)N(Cc3ccccc3)C(=O)N2C1=O,-5%&-5%,/,-6%,-7%,-15%&7%,6%,0%,17%,-1%&-6%

# The results go on.
SMILES,APEX1 inh,RXFP1 antagonist,POLH inh,Pol kappa inh,Anesthetic bind,POLB inh,PGK inhibitor,POLI inh,BLM helicase inh
Cc1ccc(S(=O)(=O)N2CCC(C(=O)OCc3ccc([N+](=O)[O-])cc3)CC2)cc1,-7%,-7,-5%,-11%,-15%,5%,-4%,1%,-5%
Cc1noc(C)c1S(=O)(=O)N1CCC(C(=O)N(C)Cc2ccccc2)CC1,2%,7,9%,1%,-4%,-6%,-8%,-23%,1%
Nc1c(C(=O)Nc2ccccc2Cl)nnn1Cc1cccc(Cl)c1,/,-10,-2%,-5%,-18%,14%,0%,13%,-7%
CS(=O)(=O)c1ccc2nc(NC(=O)c3cccc(Cl)c3)sc2c1,3%,-2,-9%,-5%,-3%,1%,i,55%[activator],-2%
CC1CCN(c2nc3ccc(C(=O)N4CCN(Cc5ccccc5)CC4)cc3s2)CC1,-9%,/,-20%,-8%,-3%,26%,i,-6%,-6%
COc1ccc(C(C)=O)cc1CSc1nnc2c(Cl)cc(Cl)cn12,0%,4,-23%,-1%,-8%,-5%,4%,-3%,-3%
COCCNC(=S)Nc1ccc(S(=O)(=O)Nc2cnc3ccccc3n2)cc1,0%,3,-13%,-1%,-5%,-10%,-10%,24%,-3%
O=C(NCc1ccccn1)c1ccco1,1%,-13,-10%,2%,3%,-13%,-1%,41%[activator],-7%
C=CCc1ccccc1OCC(O)Cn1ccnc1C (stereo not drawn),2%,-1,-6%,-5%,-16%,-9%,-3%,-14%,0%
COc1ccc(/C=C/C(=O)OCCNC(=O)c2ccncc2)cc1OC,-1%,-3,-3%,-6%,0%,-18%,-1%,138%[activator],0%
Brc1ccccc1OCCCOc1cccc2cccnc12,5%,-1,-14%,-20%,-23%,3%,4%,5%,-10%
CSc1oc(-c2ccco2)nc1S(=O)(=O)c1ccc(Br)cc1,-8%,-12,?,-44%,0%,?,-4%,-36%,-12%
CC1(C)Cc2ccccc2-c2nnc(SCC(=O)N3CCN(c4ccccc4)CC3)n21,-4%,0,-10%,-11%,-24%,?,i,-13%,0%
O=C(CCC1COc2ccccc2O1)N1CCCC1 (stereo not drawn),-2%,5,-15%,-11%,-8%,1%,2%,11%,-3%
O=C(CSc1ccc(F)cc1)Nc1nnc(-c2ccco2)o1,41%,-11,8%,-18%,/,/,-2%,10%,/
O=C(Nc1ccc(S(=O)(=O)Nc2nccs2)cc1)c1nn(-c2ccc(F)cc2)ccc1=O,-37%,4,20µM*,89µM*,-10%,?,-23%,35µM*,-27%
Cc1cc(Cl)n2nc(C)c(-c3ccc(Cl)cc3)c2n1,-3%,-69*,-1%,1%,57%[activator],-10%,i,150%[activator],-4%
COc1ccccc1N(CC(=O)NCCC1=CCCCC1)S(=O)(=O)c1ccccc1,-1%,-12,-12%,-5%,-7%,-1%,-10%,-5%,-8%
O=C(N/N=C/C=C/c1ccco1)c1cccc([N+](=O)[O-])c1,2%,1,?,-14%,-12%,?,i,?,-2%
Cc1ccc(NC(=O)Cn2c(-c3ccc4c(c3)OCO4)cn(-c3ccccc3)c2=O)cc1,/,-13,-5%,-4%,-3%,-2%,-9%,-5%,-6%
COc1cc(/C=N/NC(=O)C(=O)NCc2ccco2)cc(Cl)c1O,?,-2,-16%,-11%,-7%,?,?,-10%,-10%
O=C(/C=C\c1ccccc1)NCC(=O)N/N=C/c1ccc(O)cc1O,47%[activator],6,2%,-6%,?,15%,-1%,-3%,-4%
COc1ccc(NC(=O)c2c(NCc3cccs3)sc3c2CCC(C)C3)c(OC)c1 (stereo not drawn),/,?,-5%,-13%[60.1 µM],6%,0%,-7%,-6%,-10%
C=CCOC(=O)c1sc(NC(=O)c2ccco2)nc1C,-2%,11,-7%,-8%,-10%,-18%,-11%,-4%,-1%
Cc1ccc(COn2c(-c3ccc(Cl)cc3Cl)nc3ncccc32)cc1,0%,-20,-15%,-3%,?,-29%,-10%,?,-7%
OC(c1ccc2c(c1)OCO2)c1nccc2ccccc12 (stereo not drawn),0%,-28,-4%,-1%[60.1 µM],?,-1%,-4%,99%[activator],-9%
Cc1cccc(OCCCC(=O)Nc2ccc(Cl)c(S(=O)(=O)N3CCOCC3)c2)c1,15%,5,-15%,-11%,/,/,-4%,10%,/
CCSc1nc(-c2ccccc2)nc(C(Cl)Cl)n1,1%,/,-23%,2%,-8%,9%,1%,28%,-1%
Cc1nc2c(C(=O)N3CCN(C)CC3)cnn2c(C)c1Cc1ccc(Cl)cc1,6%,-3,3%,-5%,-14%,8%,-9%,-7%,0%
COc1cc(OC)cc(C(=O)Nc2ccn(C)n2)c1,5%,0,-15%,-17%,/,/,-2%,28%,/
Cc1nnc(N/N=C/c2ccc([N+](=O)[O-])cc2)n1N,-12%,3,-5%,-11%,-5%,0%,3%,?,-1%
O=C(c1ccc(F)cc1)N1CCN(c2ccc([N+](=O)[O-])cc2-n2cccc2)CC1,15%,-6,-19%,-23%,?,4%,-1%,-9%[58.9 µM],0%
Cc1scc(C(=O)N/N=C/c2ccc([N+](=O)[O-])o2)c1C,3%,/,/,/,-24%,?,/,/,-2%
N#CC1=C(N)Oc2c(oc(CO)cc2=O)C1c1cccs1 (stereo not drawn),1%,-5,-2%,-10%,-11%,0%,-1%,4%,1%
CCN(CC)CCN1C(=O)C2C(C(=O)Nc3ccc(C(C)C)cc3)C3C=CC2(O3)C1C(=O)NC1CCCCC1 (stereo not drawn),6%,-1,-15%,-12%,-13%,30%,-3%,137%[activator],1%
O=C1C=C(c2ccoc2)N2CCC[C@H]2C1,16%,/,-11%,-26%,/,/,9%,33%[activator],/
Cc1cccc(NCc2nc(SCC(=O)Nc3ccccc3Br)n[nH]2)c1,22%,3,-19%,-14%,-19%,-22%,-6%,17%,-7%
CC1Sc2ccc(S(=O)(=O)CCC(=O)Nc3ccc(C(C)C)cc3)cc2NC1=O (stereo not drawn),13%,-28,-2%,1%,-16%,-4%,-9%,-3%,-2%
COc1ccccc1NC(=O)c1ccc2nsnc2c1,4%,2,-6%,-9%,-11%,28%,-2%,48%[activator],-2%
O=C(CN1CCN(S(=O)(=O)/C=C/c2ccccc2)CC1)NCC(F)(F)F,6%,5,-8%,1%,-3%,51%,4%,96%[activator],-3%
Cc1cccc(C(=O)N2CCN(S(=O)(=O)N3CCCCCC3)CC2)c1,-11%,-8,10%,0%,3%,31%,-5%,63%[activator],-2%
O=C(CCC(=O)OCC(=O)c1ccccc1)NC1CCCCC1,-3%,-5,-6%,-2%,-21%,27%,/,39%[activator],-1%
Cc1ccc(-c2nc(-c3ccccc3)no2)c(Cl)c1,18%,/,-14%,-20%,-16%,28%,-15%,?,-13%
COc1ccccc1Nc1nc(N)nc(CSC(=S)N2CCC(C)CC2)n1,1%,-7,-22%,-15%,-3%,-1%,-4%,1%,-11%
